Screens: PubChem BioAssay, National Center for Advancing Translational Sciences (NCATS)
ATXN2 expr inh = reduces ATXN2 reporter expression in HEK-293 cells; 0.72% of 360,000 active; HEK-293 ATXN2-luciferase reporter, luminescence, 24 h; Potency, µM (series often up to 57 µM), without a hit: at the highest dose activity change, negative = inhibition, hits mostly inhibitors; AID 1745845; further: on the % scale 0 is the no-effect control and ±100 the full control effect; nearly all actives have a fitted effect of over 55% in size
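ATXN2-luciferase reporter cells (luciferase flanked by upstream and downstream ATXN2 gene portions) were treated 24 h at 37 °C with compounds at up to 57 uM. SteadyGlo luminescence gave expression; GF-AFC fluorescence gave viability.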
HepG2 viability = HepG2 cytotoxicity, counter-screen for TGF-b inhibitors; HepG2 CAGA-GFP viability, ATP luminescence, 18 h; Potency, µM (doses to about 46.1 µM), for inactives: at the top dose activity change, negative = cytotoxicity, usual class: cytotoxic; 0.76% of 410,000 active; further: some results filed as inactive show a strong effect at the top dose
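CellTiter-Glo luminescence gave cytotoxicity after 18 hours at 37 degrees C. The cells were HepG2 CAGA-GFP in 1% FBS DMEM, stimulated with 500 pg/mL TGF-beta after compound addition. %Activity was normalised to no-cell wells (complete cell-killing) and DMSO (no toxicity), and curves were fitted and classified.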
A549 tox = A549 cytotoxicity, counter-screen for Nrf2 inhibitors; A549 ARE-Fluc cells, CellTiter-Fluor viability, 18-24 h; Potency, µM (doses to about 46 µM), for the others: at the top dose activity change, negative = cytotoxicity, most hits filed as inhibitors; 0.16% of 390,000 active; further: on the % scale 0 is the no-effect control and ±100 the full control effect
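A549 ARE-Fluc cells in 5% FBS OPTI-MEM, 5000 cells/well, rested 2 h then exposed to compounds in concentration-response for 18-24 h at 37 °C. Viability by CellTiter-Fluor fluorescence (Ex 405/Em 525) after 30 min; luciferase luminescence (BugLite, 15 min, RT) read afterwards.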
TGFb inhibitor = inhibitors of TGF-b signaling | HepG2 CAGA-GFP TGF-b/SMAD3 reporter, GFP fluorescence, 18 h; TGF-beta stimulated, 500 pg/mL final | Potency, µM (highest dose often 46.1 µM), inactives show at the highest dose activity, negative = inhibition, most hits filed as inhibitors | 1.2% of 410,000 active | AID 588855; further: on the % scale 0 is the no-effect control and ±100 the full control effect; nearly all actives have a fitted effect of over 65% in size
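Smad-responsive CAGA-GFP expression was quantified in HEPG2 cells exposed to compounds and 500 pg/mL final TGF-beta for 18 h at 37 degrees C; unstimulated wells defined full inhibition.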
EPAC2 antag = antagonists of human EPAC2 | AID 720708 | Q8WZA2 | EPAC2 GEF exchange of Rap1B-BODIPY-GDP, fluorescence | 0.18% of 360,000 active | Potency, µM (series often up to 114 µM), for inactives: top-dose activity, negative = inhibition, most hits filed as inhibitors; further: on the % scale 0 is the no-effect control and ±100 the full control effect; nearly all actives have a fitted effect of over 45% in size; many of its hits are not listed in these tables
Target sequence (Q8WZA2 whole entry, looked up): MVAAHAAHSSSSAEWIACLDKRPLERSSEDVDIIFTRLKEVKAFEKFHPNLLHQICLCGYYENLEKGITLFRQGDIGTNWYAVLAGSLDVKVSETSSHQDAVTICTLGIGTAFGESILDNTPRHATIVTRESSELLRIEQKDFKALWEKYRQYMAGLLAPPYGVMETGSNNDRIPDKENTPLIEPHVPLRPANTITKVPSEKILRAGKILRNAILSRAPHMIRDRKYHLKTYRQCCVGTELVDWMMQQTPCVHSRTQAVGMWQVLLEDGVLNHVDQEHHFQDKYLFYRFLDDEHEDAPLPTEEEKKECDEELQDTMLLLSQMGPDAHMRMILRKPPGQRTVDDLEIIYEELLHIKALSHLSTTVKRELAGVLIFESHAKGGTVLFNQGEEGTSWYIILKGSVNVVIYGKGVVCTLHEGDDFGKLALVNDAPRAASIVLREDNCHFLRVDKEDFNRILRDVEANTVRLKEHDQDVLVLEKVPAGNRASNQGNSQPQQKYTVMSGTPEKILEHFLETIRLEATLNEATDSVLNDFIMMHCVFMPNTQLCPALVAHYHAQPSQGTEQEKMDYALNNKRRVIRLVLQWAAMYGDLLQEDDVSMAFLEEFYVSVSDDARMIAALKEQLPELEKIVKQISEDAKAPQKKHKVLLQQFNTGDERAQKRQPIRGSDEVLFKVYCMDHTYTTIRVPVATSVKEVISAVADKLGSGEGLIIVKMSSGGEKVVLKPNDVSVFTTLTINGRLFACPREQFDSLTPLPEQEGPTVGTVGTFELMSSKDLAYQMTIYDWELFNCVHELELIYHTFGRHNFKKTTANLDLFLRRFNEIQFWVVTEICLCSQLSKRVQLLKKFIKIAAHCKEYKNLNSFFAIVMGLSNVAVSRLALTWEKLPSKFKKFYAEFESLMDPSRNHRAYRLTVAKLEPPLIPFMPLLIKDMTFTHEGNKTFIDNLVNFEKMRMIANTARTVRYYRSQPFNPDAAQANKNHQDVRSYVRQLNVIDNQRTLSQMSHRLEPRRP
Nrf2 ARE act = activates Nrf2 signaling; AREc32 ARE-luciferase reporter (MCF7-derived line), luminescence, 24 h; Potency, µM (highest dose often 46.1 µM), for inactives: top-dose activation, usual class: activators; 0.31% of 410,000 active; AID 624171; further: % of control where 0% means no effect; nearly all actives have a fitted effect of over 65% in size
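ARE activation measured as luciferase luminescence (Steady-Glo, 30 min RT) in AREc32_Fluc cells after 24 hr compound exposure at 37 deg C, 5% CO2; cells seeded overnight at 1000/well in OPTI-MEM, 5% FBS.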
MCF10A rereplic = DNA re-replication induction in MCF 10a cells. 2.9% of 350,000 active. MCF 10A DNA re-replication, Hoechst nuclear intensity, 48 h. Potency, µM (top dose mostly 46.1 µM), for inactives: top-dose activity, positive = re-replication, actives largely listed as activators. AID 624296; further: % of control where 0% means no effect; nearly all actives have a fitted effect of over 50% in size
ATXN viability = cell viability loss in ATXN counter-screen; AID 651635; Potency, µM (doses to about 56.7 µM), most hits filed as cytotoxic; S2 cells (HEK-293 line with an ATXN2-luciferase reporter) viability, CellTiter-Fluor protease fluorescence, 24 h; 0.49% of 400,000 active; further: nearly all actives have a fitted effect of over 40% in size
Nrf2 inh = blocks Nrf2 signaling; A549 ARE-Fluc reporter, luciferase luminescence, 18-24 h; Potency, µM (doses to about 46 µM), without a hit: at the highest dose activity change, negative = inhibition, actives largely listed as inhibitors; 2.1% of 360,000 active; AID 504444; further: on the % scale 0 is the no-effect control and ±100 the full control effect; nearly all actives have a fitted effect of over 60% in size
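Cells were seeded and rested 2 h, then exposed to compounds for 18-24 h. CellTiter-Fluor was read first as a viability measure. BugLite was added 15 min before the final luminescent read of ARE-luciferase activity in A549 cells.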
Numbers without * were called inactive; [ ] = dose if it differs, or a comment. The call rests on the fitted dose curve; in most records, active means well fitted curve in the direction sought with a large enough effect; inconclusive means small, poorly fitted or top-dose-only effect, or another doubt; inactive means no such curve, though single readings can be large; an effect the other way counts as inactive or inconclusive. Potency means the concentration at half of the fitted maximal effect. Only part of the results is shown; the hit share may differ from the screen's.

Results for CCOc1ccc(C(=O)NC(=S)Nc2ccc(NC(=O)CC)cc2)cc1[N+](=O)[O-] ?
ATXN2 expr inh: -12%; HepG2 viability: -5%; A549 tox: 4%; TGFb inhibitor: -18%; EPAC2 antag: 1%; Nrf2 ARE act: -0.7%; MCF10A rereplic: -1%; ATXN viability: inactive; Nrf2 inh: 18%

What do the screens show for `CCOc1ccc(CN(C)C(=O)c2cccnc2OCC)cc1OC`?
HepG2 viability: 7%; A549 tox: 2%; TGFb inhibitor: 5%; EPAC2 antag: 0%; Nrf2 ARE act: 4.7%; MCF10A rereplic: 5%; ATXN viability: inactive; Nrf2 inh: inconclusive

How did CC1CC(C)CN(CC(C)(C)NS(=O)(=O)c2ccccc2)C1 (configuration not stated) do in these assays?
ATXN2 expr inh: -5%; HepG2 viability: -16%; A549 tox: 10%; TGFb inhibitor: 0%; EPAC2 antag: 0%; Nrf2 ARE act: 0.1%; MCF10A rereplic: inconclusive; ATXN viability: inactive; Nrf2 inh: 1%

How did O=[N+]([O-])c1ccc(CC(Cl)c2ccccn2)cc1 (configuration not stated) do in these assays?
ATXN2 expr inh: 25%; HepG2 viability: 0%; A549 tox: 4%; TGFb inhibitor: -4%; EPAC2 antag: -2%; Nrf2 ARE act: 5.8%; MCF10A rereplic: 2%; ATXN viability: inactive; Nrf2 inh: 22%

How did COC(=O)c1ccc(COc2ccc3ccc(=O)oc3c2)o1 do in these assays?
ATXN2 expr inh: 7%; HepG2 viability: 2%; A549 tox: 4%; TGFb inhibitor: 0%; EPAC2 antag: -1%; Nrf2 ARE act: 4.2%; MCF10A rereplic: -1%; ATXN viability: inactive; Nrf2 inh: 16%

What do the screens show for `CCOc1ccc(N2CC(C(=O)NCCN3C(=O)S/C(=C\c4ccc(OC)cc4)C3=O)CC2=O)cc1` (configuration not stated)?
ATXN2 expr inh: 45%[activator]; HepG2 viability: 4%; A549 tox: 0%; TGFb inhibitor: 18%; EPAC2 antag: 9%; Nrf2 ARE act: 0.3%; MCF10A rereplic: 2%; ATXN viability: inactive; Nrf2 inh: 5%

How did O=C1C2CCCN2C(c2ccccc2)N1c1cccc(Cl)c1 (configuration not stated) do in these assays?
ATXN2 expr inh: 4%; HepG2 viability: 1%; A549 tox: 5%; TGFb inhibitor: 3%; EPAC2 antag: inconclusive; Nrf2 ARE act: -0.8%; MCF10A rereplic: 2%; ATXN viability: inactive; Nrf2 inh: 6%

How did Cc1cc(-c2ccc(C)c(S(=O)(=O)N(Cc3cccs3)C(C)C)c2)on1 do in these assays?
HepG2 viability: -24%; A549 tox: -17%; TGFb inhibitor: 0%; Nrf2 ARE act: -0.4%; Nrf2 inh: inconclusive

How did CC(=O)c1cccc(-n2c(=O)c3c4c(sc3n(CC(=O)c3ccc(Cl)cc3)c2=O)CN(C(C)=O)CC4)c1 do in these assays?
ATXN2 expr inh: -4%; HepG2 viability: -19%; A549 tox: -4%; TGFb inhibitor: inconclusive; Nrf2 ARE act: 0.3%; ATXN viability: inactive; Nrf2 inh: 4%

Results for COC(=O)c1cccc(Nc2c(-c3ccc(SC)cc3)nc3nc[nH]n23)c1 ?
ATXN2 expr inh: 7%; HepG2 viability: -22%; A549 tox: 15%; TGFb inhibitor: 23%; Nrf2 ARE act: 0.1%; ATXN viability: inactive

Results for COC(=O)c1[nH]c2ccc(C)cc2c1NC(=O)C1=COCCO1 ?
ATXN2 expr inh: 1%; HepG2 viability: -27%; A549 tox: -7%; TGFb inhibitor: 2%; EPAC2 antag: 2%; Nrf2 ARE act: -0.6%; MCF10A rereplic: 2%; ATXN viability: inactive

Results for O=C(Nc1cccs1)Nc1c(F)cc(F)cc1Br ?
ATXN2 expr inh: inconclusive; HepG2 viability: -6%; A549 tox: 0%; TGFb inhibitor: -1%; EPAC2 antag: -5%; Nrf2 ARE act: -0.4%; MCF10A rereplic: 1%; ATXN viability: inconclusive; Nrf2 inh: inconclusive

What do the screens show for `C=C(C)CNC(=O)c1ccc(OC2CCN(S(=O)(=O)N(C)C)CC2)cc1`?
ATXN2 expr inh: 6%; HepG2 viability: -14%; A549 tox: -8%; TGFb inhibitor: -1%; EPAC2 antag: -1%; Nrf2 ARE act: 0.6%; MCF10A rereplic: 1%; ATXN viability: inactive; Nrf2 inh: -1%

What do the screens show for `CCN1C(=O)c2ccccc2Sc2ccc(C(=O)NCCN3CCOCC3)cc21`?
ATXN2 expr inh: -1%; HepG2 viability: 5%; A549 tox: 4%; TGFb inhibitor: 0%; EPAC2 antag: 8%; Nrf2 ARE act: 0.2%; MCF10A rereplic: -3%; ATXN viability: inactive; Nrf2 inh: 7%

How did COC(=O)c1ccn(Cc2ccccc2Cl)n1 do in these assays?
ATXN2 expr inh: 21%; HepG2 viability: 5%; A549 tox: -3%; TGFb inhibitor: 6%; EPAC2 antag: 5%; Nrf2 ARE act: 4.2%; MCF10A rereplic: 0%; ATXN viability: inactive; Nrf2 inh: inconclusive

How did O=C(CCC(=O)N1CCOCC1)NCc1cccc(C(F)(F)F)c1 do in these assays?
HepG2 viability: 5%; A549 tox: 10%; TGFb inhibitor: 9%; EPAC2 antag: 2%; Nrf2 ARE act: -0.6%; MCF10A rereplic: 0%; ATXN viability: inactive; Nrf2 inh: 6%

What do the screens show for `Cc1ccc(NC(=O)COC(=O)CSC(=S)N2CCOCC2)cc1C`?
ATXN2 expr inh: -3%; HepG2 viability: -1%; A549 tox: 3%; TGFb inhibitor: -7%; EPAC2 antag: -11%; Nrf2 ARE act: -0.3%; MCF10A rereplic: -4%; ATXN viability: inactive; Nrf2 inh: -3%

Results for O=C(c1cc(S(=O)(=O)N2CCCCC2)ccc1N1CCOCC1)N1CCN(Cc2ccccc2)CC1 ?
ATXN2 expr inh: -7%; HepG2 viability: 3%; A549 tox: 0%; TGFb inhibitor: 7%; EPAC2 antag: -7%; Nrf2 ARE act: 0.1%; MCF10A rereplic: -1%; ATXN viability: inactive; Nrf2 inh: 1%

How did COc1cccc(C(c2ccccc2)N2C3CCC2CN(S(=O)(=O)c2ccc(F)cc2)CC3)c1 (configuration not stated) do in these assays?
ATXN2 expr inh: 2%; HepG2 viability: 0%; A549 tox: 2%; TGFb inhibitor: -19%; EPAC2 antag: 2%; Nrf2 ARE act: -0.4%; MCF10A rereplic: 28%; ATXN viability: inactive; Nrf2 inh: -13%

What do the screens show for `CN1C(=O)c2oc3ccccc3c(=O)c2C1c1ccncc1` (configuration not stated)?
ATXN2 expr inh: -3%; HepG2 viability: 6%; A549 tox: -2%; TGFb inhibitor: -6%; EPAC2 antag: 12%; Nrf2 ARE act: 2.7%; MCF10A rereplic: -1%; ATXN viability: inconclusive; Nrf2 inh: 9%

The last 2 records of the part before are carried over, then new ones follow:
How did COc1cccc(C(c2ccccc2)N2C3CCC2CN(S(=O)(=O)c2ccc(F)cc2)CC3)c1 (configuration not stated) do in these assays?
ATXN2 expr inh: 2%; HepG2 viability: 0%; A549 tox: 2%; TGFb inhibitor: -19%; EPAC2 antag: 2%; Nrf2 ARE act: -0.4%; MCF10A rereplic: 28%; ATXN viability: inactive; Nrf2 inh: -13%

What do the screens show for `CN1C(=O)c2oc3ccccc3c(=O)c2C1c1ccncc1` (configuration not stated)?
ATXN2 expr inh: -3%; HepG2 viability: 6%; A549 tox: -2%; TGFb inhibitor: -6%; EPAC2 antag: 12%; Nrf2 ARE act: 2.7%; MCF10A rereplic: -1%; ATXN viability: inconclusive; Nrf2 inh: 9%

What do the screens show for `CCN(CC)C(=O)c1ccc(-c2nnc(Nc3ccc(C(=O)NC)cc3)c3ccccc23)cc1`?
HepG2 viability: 6%; A549 tox: 1%; TGFb inhibitor: 1%; EPAC2 antag: 3%; Nrf2 ARE act: -2.2%; MCF10A rereplic: 1%; ATXN viability: inactive; Nrf2 inh: -8%

What do the screens show for `CCc1nn2c(=O)cc(COC(=O)c3ccccc3NC(=O)c3cccs3)nc2s1`?
HepG2 viability: -4%; A549 tox: -6%; TGFb inhibitor: 18%; Nrf2 ARE act: 0.2%

How did CC(C)CC(N)c1cn([C@@H](CCC(=O)O)C(=O)N2CCNCC2)nn1 (some centres not stated) do in these assays?
ATXN2 expr inh: 0%; HepG2 viability: 1%; A549 tox: -13%; TGFb inhibitor: -3%; EPAC2 antag: -6%; Nrf2 ARE act: -1.3%; MCF10A rereplic: -2%; ATXN viability: inactive; Nrf2 inh: 5%

How did COC(=O)c1ccccc1NC(=O)CCCOc1cc(=O)n(C)c2ccccc12 do in these assays?
ATXN2 expr inh: 25%; HepG2 viability: -25%; TGFb inhibitor: 2%; EPAC2 antag: 8%; Nrf2 ARE act: 14%; ATXN viability: inactive

What do the screens show for `CN(Cc1ccccc1)C(=O)CCN1C(=O)c2cccc([N+](=O)[O-])c2C1=O`?
HepG2 viability: -5%; TGFb inhibitor: 2%; EPAC2 antag: 4%; Nrf2 ARE act: -0.3%; ATXN viability: inactive

Results for Cn1cccc1/C=C1\SC(=Nc2ccccc2)NC1=O ?
HepG2 viability: -2%; A549 tox: inconclusive; TGFb inhibitor: inconclusive; EPAC2 antag: 5%; Nrf2 ARE act: 17%; MCF10A rereplic: inconclusive; ATXN viability: inconclusive; Nrf2 inh: 19%

What do the screens show for `Cn1ccc(NC(=O)c2ccc(Cl)cc2Cl)n1`?
ATXN2 expr inh: 3%; HepG2 viability: -13%; A549 tox: 4%; TGFb inhibitor: 9%; EPAC2 antag: 10%; Nrf2 ARE act: 0.1%; MCF10A rereplic: -8%; ATXN viability: inactive; Nrf2 inh: inconclusive

What do the screens show for `COc1cc(/C=N/NC(=O)C(N)=O)cc(OC)c1O`?
ATXN2 expr inh: -14%; HepG2 viability: -1%; A549 tox: 1%; TGFb inhibitor: 5%; EPAC2 antag: 9%; Nrf2 ARE act: -0.6%; MCF10A rereplic: -3%; ATXN viability: inactive; Nrf2 inh: -2%
